Assay outcomes from PubChem.
HSP90 refold inh – blocks HSP90-mediated luciferase refolding in reticulocyte lysate. 290,000 compounds, 0.91% hits. Rabbit reticulocyte lysate, luciferase refolding luminescence, 3 h. inhibition, % at 5.6 µM;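 active = inhibition above the screen-wide mean plus 3 SD, computed separately per campaign, cut at about 16% in these data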;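 note: 0% = DMSO wells and 100% = 60 µM geldanamycin wells; inhibitors lower the luminescence because luciferase stays unfolded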
IEC-6 tox – kills IEC-6 intestinal cells in KLF5 counter-screen. IEC-6 cytotoxicity, luminescence viability. inhibition, % at 5 µM. 290,000 compounds, 0.78% hits. AID 1825; in the data active = inhibition above about 22%;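 note: 0% = plate median of test compound wells and 100% = cytotoxic reference compound wells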
Platelet DG rel – platelet dense granule release activity. human platelet-rich plasma, SFLLRN dense granule ATP release, luminescence. inhibition, %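 (compounds screened at 7.5 µM in platelet-rich plasma)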. 300,000 compounds, 0.22% hits;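 active = mean replicate score, as percent of positive control, at or above 50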
GSK3beta inhib – human GSK3beta kinase inhibition; 300,000 compounds, 0.038% hits; activity score (negative = inhibition), % at 10 µM; AID 2097; GST-GSK3beta kinase, ADP-Glo luminescence, 60 min; active compounds read low; P49841;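 active = more than half of replicate wells score below -50%, meaning over 50% inhibition versus plate controls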;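 note: 0% = median DMSO wells and -100% = median GW8510 positive control wells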
Target sequence (P49841 whole entry, looked up): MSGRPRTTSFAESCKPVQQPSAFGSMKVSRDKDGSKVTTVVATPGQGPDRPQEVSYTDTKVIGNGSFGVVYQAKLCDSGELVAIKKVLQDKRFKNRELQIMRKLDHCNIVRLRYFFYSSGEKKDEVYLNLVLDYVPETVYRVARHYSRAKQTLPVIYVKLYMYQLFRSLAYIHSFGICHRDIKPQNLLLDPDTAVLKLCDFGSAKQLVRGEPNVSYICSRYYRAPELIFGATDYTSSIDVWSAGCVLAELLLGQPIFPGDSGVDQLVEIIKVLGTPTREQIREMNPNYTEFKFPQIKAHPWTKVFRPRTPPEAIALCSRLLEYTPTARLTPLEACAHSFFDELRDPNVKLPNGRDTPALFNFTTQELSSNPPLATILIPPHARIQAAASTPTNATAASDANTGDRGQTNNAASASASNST
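Assay system: GST-fused GSK3beta enzyme, cell-free / Medium: Tris pH 7.5 buffer with MgCl2, DTT, BSA, heparin / Also added: peptide substrate plus 25 µM ATP (final) / Compound: 10 µM single point / Timing: kinase reaction with compound 60 min at room temperature / Detection: ADP-Glo luminescence / Benchmarks: DMSO neutral wells and GW8510 at 20 µM as positive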
GSK3 alpha inh – blocks human GSK-3 alpha kinase | inhibition, % at 10 µM | P49840 | AID 2650 | ADP-Glo luminescence, 60 min | 320,000 compounds, 0.1% hits;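 in the data active = inhibition above about 50%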;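 note: GST-tagged GSK-3 alpha with peptide substrate and 25 µM ATP; 0% = DMSO neutral wells and 100% = GW8510 positive control wells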
Target sequence (P49840 whole entry, looked up): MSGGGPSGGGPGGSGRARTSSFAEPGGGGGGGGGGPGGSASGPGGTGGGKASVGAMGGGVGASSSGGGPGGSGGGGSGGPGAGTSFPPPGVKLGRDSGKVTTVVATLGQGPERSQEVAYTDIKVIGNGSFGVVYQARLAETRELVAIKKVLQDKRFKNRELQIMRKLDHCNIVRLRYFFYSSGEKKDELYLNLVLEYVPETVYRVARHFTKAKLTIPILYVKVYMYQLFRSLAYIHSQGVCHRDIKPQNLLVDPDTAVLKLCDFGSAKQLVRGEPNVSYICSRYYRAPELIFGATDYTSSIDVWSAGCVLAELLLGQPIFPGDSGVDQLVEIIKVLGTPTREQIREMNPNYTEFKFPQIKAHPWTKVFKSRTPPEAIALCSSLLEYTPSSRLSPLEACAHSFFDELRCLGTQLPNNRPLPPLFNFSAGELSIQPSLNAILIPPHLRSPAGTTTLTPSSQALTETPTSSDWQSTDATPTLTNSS
HSF1 inhib – HSF1 inhibition; NIH3T3-HGL HSE-luciferase, MG132-induced, luminescence 8 h; active compounds read low; activity change, negative = inhibition, % at 7.5 µM (by protocol); 300,000 compounds, 0.77% hits; AID 2098;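 active = more than half of replicate wells show activity change below -50%, luminescence cut by over half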;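 note: luciferase reports HSF-1 transcriptional activity via heat shock element; 0% = median of DMSO wells and -100% = zero luminescence signal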
aSyn 5UTR inh – MLPCN primary screen, SNCA 5' untranslated region; 300,000 compounds, 0.82% hits; inhibition, % (tested at 7.5 µM); alpha-synuclein 5'UTR reporter, inhibitor activity; AID 1813; in the data active = inhibition above about 60%;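 note: H4 neuroglioblastoma cells stably carrying SNCA 5'UTR luciferase fusion; 0% = DMSO wells and 100% = positive control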
DYRK1A inh – Dyrk1A (rat) kinase inhibition. Q63470. ADP-Glo luminescence, NFATc1 peptide. inhibition, % at 12.5 µM. 310,000 compounds, 0.43% hits; in the data active = inhibition above about 50%;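 note: plate controls were vehicle with enzyme for no effect and no enzyme for full effect; many of its hits are not listed in these tables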
KLF5 inh – suppresses KLF5 promoter-driven expression. DLD-1 KLF5 promoter-luciferase reporter, luminescence. inhibition, % at 5 µM. 290,000 compounds, 0.23% hits. AID 1700;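 active = inhibition above a per-plate limit of that plate's mean compound inhibition plus 3 SD, cut at about 60% in these data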;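 note: 0% = DMSO wells and 100% = LY294002 at 200 µM; higher means less KLF5 promoter-driven luciferase light; inactives centre near -14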
HSF-1 act – increases HSF-1 driven luciferase reporter signal; 300,000 compounds, 1.7% hits; activation, % at 9 µM; NIH3T3-HGL HSF-1 luciferase reporter, MG132, 8 h; 100% = twice DMSO control signal; AID 504408;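 active = mean replicate activation of at least 50% with a set share of replicates each reaching 50%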;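 note: 0% = median of the neutral control wells and 100% = twice that signal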
* = called active by the depositor; x = no result given. The list is partial, so the mix of outcomes need not match the whole.

SMILES	HSP90 refold inh	IEC-6 tox	Platelet DG rel	GSK3beta inhib	GSK3 alpha inh	HSF1 inhib	aSyn 5UTR inh	DYRK1A inh	KLF5 inh	HSF-1 act
CC(C)C(NS(=O)(=O)c1ccc2c3c(cccc13)C(=O)N2)C(=O)O (stereo unspecified)	2	-7	-12	2	3	-31	17	-2	-22	-35
CCOC(=O)N1CCC(NC(=O)C2CCCN(Cc3nc(-c4cccc(C)c4)oc3C)C2)CC1 (stereo unspecified)	2	8	-4	1	-2	2	12	2	-16	-6
COc1ccc(C(Nc2cc(C)ccn2)c2ccc3ccc(C)nc3c2O)cc1 (stereo unspecified)	-6	4	7	0	1	-43	4	-1	-14	-60
COc1ccc(CC(=O)OCC(=O)Nc2ccc(Cl)c(S(=O)(=O)N(C)C)c2)cc1	0	4	3	0	-1	2	-19	-1	2	26
CC(Sc1c[nH]c2ccccc12)C(=O)O (stereo unspecified)	5	-6	-5	-2	-6	x	-8	-7	6	x
CCn1c(SCC(=O)Nc2ccccc2N2CCCCC2)nc2c1c(=O)n(C)c(=O)n2C	1	-3	2	-3	3	4	10	3	-3	-3
CN(CC(=O)N1CCCC1)S(=O)(=O)c1cccc(Cl)c1	0	-3	1	-1	0	-1	7	-1	-17	-7
OC(COC1CCCCC1)CN1CCCCC1 (stereo unspecified)	13	-3	-12	0	-9	-1	-6	-7	-14	0
Cc1ccc(SCC(=O)OCC(=O)N(CC(C)C)c2c(N)n(Cc3ccccc3)c(=O)[nH]c2=O)c(C)c1	x	x	-1	-1	7	1	-6	3	x	-1
O=S(=O)(Nc1ccon1)c1cc(Cl)ccc1Cl	-2	-1	-1	1	-2	3	-7	6	-17	9
Nc1nc(CSCCO)nc(Nc2ccccc2)n1	1	8	-1	0	-2	-1	-11	-2	-23	-3
C/C(=N\NC(=O)c1ccn(C)n1)c1ccco1	1	5	13	0	0	-3	-45	-1	-104	-6
Cc1nn(-c2ccccc2)c(N)c1N=Nc1cccc(S(=O)(=O)N2CCOCC2)c1	-5	5	16	0	-1	3	19	-4	12	0
CCOC(=O)Cn1c(=O)oc2cc(S(=O)(=O)NC(C)(C)CC)ccc21	3	5	1	1	0	3	3	0	-4	3
CC(OC(=O)/C=C/c1ccc2ccccc2n1)C(=O)NCc1ccccc1 (stereo unspecified)	x	x	13	0	-1	80	-23	2	x	122*
COc1ccc(C(=O)N/N=C\c2ccc(OC)c(COc3ccccc3Br)c2)c(OC)c1	7	22*	3	1	1	-3	-35	8	-29	-2
COc1cc(-c2nnc(COC(=O)CSc3cc(C)c4ccccc4n3)o2)cc(OC)c1OC	-1	-6	2	-3	-2	7	18	0	5	44
CCCS(=O)(=O)c1c(S(=O)(=O)CCC)c2cc(CC)ccn2c1C(=O)OC	-2	-2	0	-7	-2	-5	18	0	-6	14
O=C(CSc1nnc(CNc2ccc(F)cc2)n1-c1ccccc1)N1CCOCC1	-3	0	3	0	x	9	-25	-7	-28	19
CC(C)c1ccccc1NC(=S)NCCCn1ccnc1	3	1	-1	2	5	-3	-12	5	-1	-9
Cc1ccccc1NC(=S)NCCSc1ccc(Cl)cc1	0	0	-6	-1	-3	2	3	x	2	4
Cc1cccc(C(=O)Nc2ccc3ccccc3c2)c1	1	6	-7	-1	-1	38	-111	5	-180	66*
CCN(CC)S(=O)(=O)c1ccc2c(c1)N(CC(=O)NCCc1ccc(S(N)(=O)=O)cc1)C(=O)CO2	1	-3	-9	0	-1	-7	0	2	-29	-4
Cc1noc(/C=C/c2ccco2)c1S(=O)(=O)N1CCC(C(=O)N2CCc3ccccc32)CC1	6	-1	6	-2	-2	3	9	3	-4	-14
CC(C)NC(=O)C1CCN(C2CCN(C(=O)Cc3ccc4c(c3)OCO4)CC2)CC1	-1	4	-1	2	-1	3	-12	-5	-27	3

Arranged by SMILES length (lowest first): some entries from above
SMILES	HSP90 refold inh	IEC-6 tox	Platelet DG rel	GSK3beta inhib	GSK3 alpha inh	HSF1 inhib	aSyn 5UTR inh	DYRK1A inh	KLF5 inh	HSF-1 act
OC(COC1CCCCC1)CN1CCCCC1 (stereo unspecified)	13	-3	-12	0	-9	-1	-6	-7	-14	0
CC(Sc1c[nH]c2ccccc12)C(=O)O (stereo unspecified)	5	-6	-5	-2	-6	x	-8	-7	6	x
Cc1ccccc1NC(=S)NCCSc1ccc(Cl)cc1	0	0	-6	-1	-3	2	3	x	2	4
CN(CC(=O)N1CCCC1)S(=O)(=O)c1cccc(Cl)c1	0	-3	1	-1	0	-1	7	-1	-17	-7
CC(OC(=O)/C=C/c1ccc2ccccc2n1)C(=O)NCc1ccccc1 (stereo unspecified)	x	x	13	0	-1	80	-23	2	x	122*
COc1ccc(C(Nc2cc(C)ccn2)c2ccc3ccc(C)nc3c2O)cc1 (stereo unspecified)	-6	4	7	0	1	-43	4	-1	-14	-60
O=C(CSc1nnc(CNc2ccc(F)cc2)n1-c1ccccc1)N1CCOCC1	-3	0	3	0	x	9	-25	-7	-28	19
CCOC(=O)Cn1c(=O)oc2cc(S(=O)(=O)NC(C)(C)CC)ccc21	3	5	1	1	0	3	3	0	-4	3
Cc1nn(-c2ccccc2)c(N)c1N=Nc1cccc(S(=O)(=O)N2CCOCC2)c1	-5	5	16	0	-1	3	19	-4	12	0
CCn1c(SCC(=O)Nc2ccccc2N2CCCCC2)nc2c1c(=O)n(C)c(=O)n2C	1	-3	2	-3	3	4	10	3	-3	-3
COc1ccc(CC(=O)OCC(=O)Nc2ccc(Cl)c(S(=O)(=O)N(C)C)c2)cc1	0	4	3	0	-1	2	-19	-1	2	26
Cc1noc(/C=C/c2ccco2)c1S(=O)(=O)N1CCC(C(=O)N2CCc3ccccc32)CC1	6	-1	6	-2	-2	3	9	3	-4	-14
CCN(CC)S(=O)(=O)c1ccc2c(c1)N(CC(=O)NCCc1ccc(S(N)(=O)=O)cc1)C(=O)CO2	1	-3	-9	0	-1	-7	0	2	-29	-4

(further entries)
SMILES	HSP90 refold inh	IEC-6 tox	Platelet DG rel	GSK3beta inhib	GSK3 alpha inh	HSF1 inhib	aSyn 5UTR inh	DYRK1A inh	KLF5 inh	HSF-1 act
CCc1ccc2nc(N3C(=O)c4oc5ccccc5c(=O)c4C3c3ccc(OC)c(OC)c3)sc2c1 (stereo unspecified)	-4	-3	10	4	-1	-1	14	x	-10	-11
O=C(CN1CCN(S(=O)(=O)c2ccc3ccccc3c2)CC1)N1CCc2ccccc2C1	3	-1	4	-2	1	6	43	5	-17	12
COc1cccc(CN2CCNC(=O)C2CC(=O)N(C)CC2CCOCC2)c1OC (stereo unspecified)	-4	-2	-3	5	-2	-6	-13	-8	-9	5
CC(OC(=O)C(NC(=O)c1ccco1)C(C)C)C(=O)Nc1ncc(Cl)cc1Cl (stereo unspecified)	-1	-3	0	2	0	2	-18	11	-40	-2
Cc1cc(C(=O)Nc2cccc(O)c2)co1	2	9	-5	-1	0	9	-48	21	-11	6
CC(=O)Nc1ccc(N/C=C/C(=O)c2ccc(Br)cc2)cc1	-5	-1	-6	2	-2	7	-95	1	-48	26
COc1ccc(CCN(C)c2ncnc3sccc23)cc1OC	1	-1	5	-2	5	-4	11	-7	-14	4
CCOCc1nnc(NC(=O)CSc2ccc(C)cc2)s1	-3	-5	-1	3	1	-2	13	-2	-23	-11
O=C(c1cc2ccccc2o1)N1CC=C(c2ccccc2)CC1	2	0	-12	1	-1	1	14	2	19	4
COc1cc(C(=O)NNC(=S)NC(=O)c2ccccc2C)cc(OC)c1OC	-5	0	-3	7	-2	12	-3	0	11	1
CCOC(=O)N1CCN(C(=O)CN(c2ccc(OC)cc2)S(C)(=O)=O)CC1	4	3	6	2	-3	-10	21	-4	-48	-14
O=C(NCc1ccncc1)Nc1ccc(F)cc1	1	5	3	-4	0	-2	1	-2	-30	2
CCOc1ccc(CCNC(=O)C2(c3ccccc3)CC2)cc1OCC	0	-1	-9	0	2	-3	-4	-2	-18	-10
Cc1ccc(-n2c(SCC(=O)N/N=C/c3ccc(C)s3)nnc2-c2ccccc2)cc1	8	2	-10	6	-3	9	30	-3	7	21
CCOn1c(=O)c(-c2ccc(OC)c(OC)c2)[n+]([O-])c2ccccc21	0	1	0	0	1	-2	-3	-3	-5	-1
CCC(C)Sc1nc(O)cc(=O)[nH]1 (stereo unspecified)	2	0	-5	0	0	-4	-5	1	-13	-12
CC1CCC(NC(=O)CCS(=O)(=O)c2ccc3c(c2)NC(=O)CO3)CC1 (stereo unspecified)	-3	-6	6	3	7	2	12	3	-29	-6
COCCN(C(=O)C(C)C)c1nnc(-c2ccc(C(C)(C)C)cc2)s1	5	-1	4	2	-10	16	-39	x	2	31
COc1ccccc1N1CCN(C(=O)c2cc(=O)c3c(C)cc(C)cc3o2)CC1	-1	2	-5	-1	0	4	3	2	1	34
O=C(COc1ccccc1Cl)NCc1ccco1	4	-3	x	x	0	x	x	3	-47	x
COCC(COS(N)(=O)=O)C(C)C (stereo unspecified)	-2	14	-11	3	-3	2	20	1	-5	2
CCCc1cnc(N2CCN(C(=O)c3ccc(F)cc3)CC2)nc1	3	-7	-7	0	-1	0	11	x	-14	-3
CCCCC1C2=C(CCCC2=O)OC2=C1C(=O)CCC2	2	11	3	0	1	-2	-31	-4	3	5
O=C(NCC(c1cccnc1)N1CCN(c2ccccc2F)CC1)C1CCCCC1 (stereo unspecified)	-2	-4	-6	-4	4	-5	0	6	-54	-10
O=C(Nc1ccc(Cl)c([N+](=O)[O-])c1)C(Sc1ccccc1)c1ccccc1 (stereo unspecified)	0	-1	8	3	0	1	11	4	-33	-17

Further compounds follow:
SMILES	HSP90 refold inh	IEC-6 tox	Platelet DG rel	GSK3beta inhib	GSK3 alpha inh	HSF1 inhib	aSyn 5UTR inh	DYRK1A inh	KLF5 inh	HSF-1 act
CCCCCCn1cnc2c(oc3nc4c(cc32)CCCC4)c1=O	-3	10	-9	2	0	15	-108	0	-13	34
Cc1c(C)c2ccc(OCC(=O)N3CCN(c4ccccc4)CC3)cc2oc1=O	-1	0	2	3	-2	-5	9	3	-9	-2
CN(CCN1CCOCC1)Cc1nc(-c2cccs2)no1	-1	1	-1	2	-2	7	-24	2	-25	23
CCN(CC)c1ccc(NC(=O)c2ccc(Cl)nc2)cc1	-1	56*	-6	-4	0	-6	-7	-4	26	-19
O=C(CN1C(=O)C2CC=CCC2C1=O)NCC(=O)Nc1ccc(F)c(F)c1F (stereo unspecified)	0	-6	6	0	x	-3	16	0	-11	4
COc1cccc(CNC(=O)c2nnn(CC(=O)Nc3ccc4c(c3)OCO4)c2N)c1	5	0	9	-2	1	-7	9	-3	-17	3
